Screens deposited in PubChem by several laboratories.
AddAB inh: less growth of phage-infected E. coli with AddAB; E. coli expressing H. pylori AddAB, absorbance growth; inhibition, % at 11.9 µM; 330,000 compounds, 0.29% hits; AID 435030; in the data active means inhibition above about 12%;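 further: 0% = vehicle wells of infected cells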
phage Ecoli inh: E. coli growth loss with phage present. 360,000 compounds, 0.26% hits. inhibition, % at 11.9 µM. growth absorbance; in the data active means inhibition above about 11%
E coli growth: counter-screen for AddAB inhibitors: E. coli growth inhibition | E. coli V3065 growth, OD600 absorbance, 18 h | inhibition, % at 11.9 µM | 330,000 compounds, 0.27% hits;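 active means inhibition above the campaign's mean inhibition across all tested compounds plus 3 SD, cut at about 9.9% in these data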;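 further: uninfected addAB+ strain grown without phage in ampicillin broth; 0% = DMSO wells and 100% = ciprofloxacin 0.95 µg/ml wells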
CDK5 inh: inhibitors of human CDK5/p35 kinase. Q00535+Q15078. Recombinant CDK5/p35, ADP-Glo luminescence, 60 min. inhibition, % at 10 µM. 330,000 compounds, 0.01% hits. AID 488839;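 active means highest replicate inhibition of at least 50% and at least 75% of replicates reaching 50%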;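 further: plate controls were DMSO neutral control for no effect and GW8510 at 10 µM for full effect; many of its hits are not listed in these tables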
PKA-R2B activ: PKA-R2B complex activation. PKA-R2B holoenzyme dissociation, Cy5-IP20 fluorescence polarization; R2B truncated from residue 108, S112A mutant; 0% DMSO only, 100% 113 µM cGMP. AID 504700. activation, % at 11.4 µM. P22694+P31323. 340,000 compounds, 0.079% hits;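 active means activation above a cutoff set at the mean over all compounds plus 3 SD, cut at about 18% in these data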;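 further: higher means more holoenzyme dissociation and a rise in polarization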
Target sequence (P31323 whole entry, looked up, other chains not shown, the tested form may be a part): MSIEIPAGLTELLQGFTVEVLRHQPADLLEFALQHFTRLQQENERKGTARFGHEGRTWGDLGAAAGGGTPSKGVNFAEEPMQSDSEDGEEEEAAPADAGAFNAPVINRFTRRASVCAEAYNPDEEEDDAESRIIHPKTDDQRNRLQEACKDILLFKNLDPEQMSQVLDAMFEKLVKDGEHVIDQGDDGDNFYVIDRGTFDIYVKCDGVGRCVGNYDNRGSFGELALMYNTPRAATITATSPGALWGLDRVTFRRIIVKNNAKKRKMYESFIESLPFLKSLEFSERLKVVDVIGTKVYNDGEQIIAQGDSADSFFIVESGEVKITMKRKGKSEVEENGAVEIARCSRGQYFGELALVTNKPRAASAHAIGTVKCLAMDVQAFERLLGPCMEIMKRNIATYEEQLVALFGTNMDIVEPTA
Mot1-301 SUMO: SUMOylation pathway inhibition by Mot1-301 growth rescue | S. cerevisiae Mot1-301 growth rescue, ATP luminescence, 38.5C; percent above DMSO median, 100 means doubled | growth rescue, % at 18.8 µM | 320,000 compounds, 1% hits;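 active means every valid replicate shows activation above 250% relative to neutral control wells; inactive means the rest, any valid replicate at or below 250%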;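 further: OY570 slx delta 5 strain wells were the positive control but not used for scaling; some compounds called inactive have numbers as strong as hits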
DAGLB inh: diacylglycerol lipase beta (human) inhibition | Q8NCG7 | HEK293T DAGLB membrane lysate, EnzChek fluorogenic substrate | inhibition, % at 5.17 µM | 340,000 compounds, 0.059% hits; in the data active means inhibition above about 34%;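 further: 0% = enzyme with vehicle and 100% = wells lacking enzyme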
PKA-R1A activ: activates the PKA-R1A holoenzyme complex; activation, % at 11.4 µM; 340,000 compounds, 0.083% hits; AID 504707; P00514+P68181; PKA-R1A dissociation, Cy5-IP20 fluorescence polarization; scaled: DMSO 0%, 113 µM cGMP 100%;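 active means percent activation above the mean of all tested compounds plus 3 SD, cut at about 19% in these data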;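 further: higher means more PKAc released from R1A so a rise in polarization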
HTR5A ag ctr: HTR5A agonism, opioid heterodimer counter-screen | HTR5A agonist assay, luminescence, cell-based | activation, % at 9.3 µM | 340,000 compounds, 0.61% hits; in the data active means activation mostly above about 9.5%, no sharp cut-off; inactive means mostly below about 7.6%;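 further: 0% = cells with vehicle only and 100% = reference agonist; strong numbers were not always called active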
Target sequence (P47898 whole entry, looked up): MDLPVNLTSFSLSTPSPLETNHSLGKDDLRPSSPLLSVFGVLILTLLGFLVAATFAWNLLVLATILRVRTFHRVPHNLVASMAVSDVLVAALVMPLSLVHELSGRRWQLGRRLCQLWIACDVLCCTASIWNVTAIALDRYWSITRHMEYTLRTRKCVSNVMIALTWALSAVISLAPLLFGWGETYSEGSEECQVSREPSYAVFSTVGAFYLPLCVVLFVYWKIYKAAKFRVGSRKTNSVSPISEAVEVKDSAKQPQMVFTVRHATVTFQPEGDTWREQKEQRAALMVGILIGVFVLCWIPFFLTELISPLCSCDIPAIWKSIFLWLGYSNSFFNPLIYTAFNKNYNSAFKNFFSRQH
HTR5A inv ag: counter-screen for OPRM1-OPRD1 inverse agonists: human HTR5A inverse agonism | HTR5A cell line, luminescence | 340,000 compounds, 0.083% hits | P47898 | inhibition, % at 9.3 µM; in the data active means inhibition mostly above about 23%, no sharp cut-off; inactive means mostly below about 18%;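 further: 0% = cells with DMSO and 100% = no-cell wells with DMSO; some compounds called inactive have numbers as strong as hits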
Tat export inh: inhibitors of E. coli Tat protein transport. E. coli MC4100 TorA-mCherry Tat export, fluorescence. inhibition, % at 10 µM. 340,000 compounds, 0.036% hits. AID 488895;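 active means mean replicate inhibition at least 50% and at least half of replicates individually reaching 50%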;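 further: exported cargo escapes ClpAP degradation while cytoplasmic cargo is degraded and loses fluorescence; 0% = median of neutral control wells and 100% = median of NaSCN control wells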
* marks the source's active call; other numbers are inactive results; x = no result given; & = joins results of further samples; ! = repeats disagree.

SMILES	AddAB inh	phage Ecoli inh	E coli growth	CDK5 inh	PKA-R2B activ	Mot1-301 SUMO	DAGLB inh	PKA-R1A activ	HTR5A ag ctr	HTR5A inv ag	Tat export inh
COc1ccc(NC(=O)c2cc(-c3cc(C)ccc3O)n[nH]2)cc1Cl	-1.9	2.5	-2.6	-2.2	-3.2	2.4	-3.5	-3.7	2.0	1.0	-3.6
COC(=O)C1CCCN1S(=O)(=O)c1ccccc1NC(=O)c1cc(OC)c(OC)c(OC)c1 (stereo not drawn)	2.4	0.6	-0.2	0.1	-13.5	186.7	-2.5	-9.7	1.3	-4.8	-2.2
Cn1c(=O)n(Cc2ccc(F)cc2)c(=O)c2c1nc1n2CCCN1Cc1ccccc1	0.1	2.6	-1.6	0.5	-3.1	13.4	-0.5	-4.9	0.3	11.7	0.7
CC(=O)NC1C(OCc2ccccc2)OC(CO)C(OC(C)=O)C1OC(C)=O (stereo not drawn)	2.5	0.1	0.3	0.2	-12.6	7.7	0.8	-4.0	2.7	-9.4	-3.3
COc1cc(C(=S)N2CCOCC2)ccc1O	0.8	4.5	0.7	-0.8	10.8	14.2	-1.3	-6.1	2.7	-10.0	-5.2
O=C(CCN1C(=O)C2CC=C(Cl)CC2C1=O)NCc1ccccc1 (stereo not drawn)	2.6	3.5	1.6	-0.3	-2.5	x	1.8	-1.9	-1.7	10.9	-0.4
Cc1ccc(-c2cc(C(=O)NC3CCN(Cc4ccccc4)CC3)c3ccccc3n2)cc1	4.0	5.1	1.4	1.1	-7.2	35.2	-3.8	-4.2	-2.1	5.2	-4.3
Cc1c(C(=O)O)oc2c(F)cccc12	-1.0	3.2	-3.9	-0.7	x	-2.8	x	x	x	x	-0.5
O=S(=O)(c1ccc(F)cc1)N1CCN(CC(O)COCc2ccccc2)CC1 (stereo not drawn)	x	0.0	x	-1.0	-13.1	x	-2.0	-6.8	-2.1	5.3	-1.3
COc1ccc(CN2C=C3C(=O)C(C)(OC(=O)C4CCCC4)C(=O)C=C3C=C2c2ccsc2)cc1 (stereo not drawn)	1.3	2.7	-1.9	-0.5	-2.9	1.9	9.3	6.7	0.9	-2.2	6.8
CCc1cccc(C)c1NC(=O)CCOc1ccccc1	3.5	1.8	2.3	2.3	-0.1	10.6	0.6	8.6	0.2	-0.9	6.5
CCCS(=O)(=O)N1CCN(Cc2ccc(OCc3ccccc3)c(OC)c2)CC1	0.8	-3.0	-1.1	-0.5	-4.0	125.2	-1.9	7.5	3.8	-0.4	0.4
CCCc1n[nH]c2c1/C(=N\O)CCC2	1.9	2.5	0.7	-0.8	-1.9	-13.0	-1.7	-9.2	3.8	-9.3	-2.2
Cc1ccc2cc(NC(=O)c3ccccc3)ccc2n1	0.0	1.9	-1.4	4.5	-6.8	23.4	-9.8	-1.3	9.4*	-33.7	-5.8
S=c1nc(-c2ccc(Cl)cc2)[nH][nH]1	0.8	0.4	1.1	8.0	-8.0	-1.3	0.4	-3.7	1.4	-3.6	-6.3
O=S(=O)(Nc1ccc(-c2ccc(N3CCOCC3)nn2)cc1)c1cc(Cl)ccc1Cl	1.4	3.3	0.9	-3.6	-15.7	-4.1	2.0	1.8	9.2	-25.2	15.5
COc1ccc(NC2CCCN(C(=O)CCc3cn[nH]c3)C2)cc1 (stereo not drawn)	1.1	-2.4	-0.6	0.9	-10.7	-0.5	-0.5	-3.9	3.1	-0.1	-4.5
O=C(Nc1ccc(COc2ccccc2)cc1)Oc1ccccc1N1CCOCC1	0.1	0.5	0.5	0.1	9.2	22.8	0.5	17.2	-0.7	10.0	-0.9
CCn1c(SCc2ccc(C(=O)Nc3nccs3)cc2)nnc1-c1ccc(N)cc1	1.0	-0.4	0.2	1.7	-2.3	-15.7	3.3	-19.0	-9.9	3.8	-5.6
CCCCC(=O)Nc1cc(C)c(NC(=O)c2cccs2)cn1	-0.3	4.0	1.2	0.4	-1.4	3.7	-0.7	-2.9	2.1	-5.4	12.0
Cc1ccc(NC(=O)CN(C)C(=O)CSc2nc(C)cs2)cc1	-1.4	3.0	0.2	-0.5	6.1	-9.2	0.2	3.8	-0.1	9.3	-4.3
CCOC(=O)N1CCN(C(=O)c2cccc(NC(=O)c3ccco3)c2)CC1	2.4	-1.0	-0.4	-1.1	-6.0	-8.5	-1.9	-5.7	4.0	-27.7	-2.3
CCCCCCCCCCOC(=O)Cn1c(COc2ccc(OC)cc2)[n+](C)c2ccccc21	0.1&1.3	x	-0.7&0.3	1.5&1.3	0.7&-2.6	562.6*!	7.6&6.8	-6.9&-14.2	12.4*	-45.5&-79.3	36.2&29.1
CCN(C(=O)COC(=O)/C=C/c1cnc2ccccc2n1)C1CCS(=O)(=O)C1 (stereo not drawn)	-1.2	3.5	-0.8	1.6	-10.2	7.0	0.2	-7.0	-0.6	1.7	10.8
CCOC(=O)c1c(C)[nH]c(C)c1C(=O)CSc1nc2ccccc2c(=O)n1-c1ccccc1C	3.9	0.6	-0.2	0.4	-5.3	-4.6	-1.5	-14.3	3.5	9.9	-9.8

More entries.
SMILES	AddAB inh	phage Ecoli inh	E coli growth	CDK5 inh	PKA-R2B activ	Mot1-301 SUMO	DAGLB inh	PKA-R1A activ	HTR5A ag ctr	HTR5A inv ag	Tat export inh
O=C(Nc1nn(Cc2ccccc2F)cc1Br)c1cccs1	1.2	5.3	-1.3	-0.9	-2.7	13.0	0.9	-5.9	7.2	3.6	6.1
CN(C)S(=O)(=O)c1ccc(NC(=O)COC(=O)C2COc3ccccc3O2)cc1 (stereo not drawn)	0.7	2.3	-0.2	0.2	4.4	144.8	-3.2	4.4	0.0	0.8	5.0
CCOC(=O)C1=C(C)N=c2s/c(=C/c3ccc(OCC(=O)O)cc3)c(=O)n2C1c1cc(OC)c(OC)c(OC)c1 (stereo not drawn)	1.6	2.9	-0.6	3.4	-1.6	-0.5	-2.1	-13.4	4.3	9.3	27.2
O=C(COc1ccc(Cl)cc1Cl)NC(=O)N1CCCCC1	-0.7	2.1	1.9	-1.5	12.2	-1.7	-3.8	3.4	10.1	-26.5	-10.5
C[C@@H](NC(=O)c1nc[nH]c1C(=O)NCCCCCNC(=O)OC(C)(C)C)c1ccccc1	-1.2	-0.6	-2.5	-0.7	-10.9	-13.8	-0.3	-10.1	0.1	-0.9	5.1
COc1ccc(N2CC(C(=O)Nc3c(C(N)=O)oc4ccccc34)CC2=O)cc1 (stereo not drawn)	-0.1	3.2	0.7	0.7	2.2	x	1.9	-1.6	2.8	7.0	-0.7
O=C(/C=C/c1ccc([N+](=O)[O-])cc1)OCC(=O)c1ccc[nH]1	-0.7	4.2	-2.6	-0.4	6.8	2.9	2.0	-4.5	6.3	-17.4	3.8
COc1ccccc1CNC(=O)C1CCN(c2ncnc3c2nc2n3CCCCC2)CC1	2.6	0.6	-2.5	-1.9	-14.2	-11.9	-0.4	1.0	-1.5	15.3	-1.3
O=C(CSc1ccccn1)NCc1ccc2c(c1)OCO2	-0.8	0.3	-0.8	-2.9	-4.5	11.6	0.2	0.0	-1.6	4.5	5.5
Cc1ccc(CN2CC(C(=O)Nc3ccc(C)cn3)CC2=O)cc1 (stereo not drawn)	-0.9	2.7	-0.1	0.3	-3.3	347.1	-1.3	-1.0	-1.7	4.3	3.0
O=C(c1cnn2c1NC(c1ccc(Br)cc1)CC2C(F)(F)F)N1CCN2CCCC2C1 (stereo not drawn)	0.6	2.5	-2.9	-2.1	-8.2	1.7	2.2	-4.2	0.8	8.4	5.3
Cc1ccc(NC(=O)CCC(=O)NNC(=O)c2cccc([N+](=O)[O-])c2)cc1C	1.1	1.6	-1.7	0.5	-6.2	9.4	-1.5	-12.6	-1.1	7.7	1.8
Cc1ccc(S(=O)(=O)NC(=O)c2cccc(Br)c2)cc1	0.8	1.0	1.0	0.3	-13.1	-4.2	1.5	-13.0	1.9	-3.8	-3.7
Cc1cc(NC(=O)C2CC(=O)N(c3ccc(F)cc3)C2)no1 (stereo not drawn)	2.7	0.2	0.4	-2.3	6.1	-22.6	1.2	-2.0	3.2	4.2	-9.6
COc1ccc(NC(=O)CN(C)S(=O)(=O)c2cccs2)cc1	4.7	0.2	3.4	0.6	-4.2	3.6	2.4	-6.2	0.3	-0.8	-4.2
CCOc1ccc(-c2cc(C(=O)Nc3ccc4c(c3)OCCO4)c3ccccc3n2)cc1	3.8	2.1	1.5	-0.3	-2.3	-25.8	-5.9	-1.2	-2.5	7.1	-3.3
COc1ccc(NC(=O)c2ccccn2)cc1OC	-3.9	5.1	-2.2	0.4	-9.4	-8.3	0.1	0.7	-0.2	-41.1	1.0
COCCn1nnnc1CN1CCC(Cc2ccccc2)CC1	-0.8	-0.9	-1.1	-0.7	0.6	-6.0	2.5	9.0	10.7	-4.9	-8.8
O=C(NNC(=O)c1ccc(-c2ccccc2)cc1)c1ccccc1	0.3	3.7	0.6	0.4	-0.6	77.6	0.0	4.8	-1.3	3.4	10.4
Cc1ccc(-c2cc(C(=O)N3CCOCC3)c3cc(C)ccc3n2)cc1	2.5	0.9	-0.1	0.4	-6.8	6.2	-4.2	-10.2	-4.0	-8.4	8.3
CCC(=O)c1ccc(OCC(=O)N(CC)CC(=O)Nc2ccccc2OC)cc1	0.7	0.8	-1.8	-0.1	-0.8	94.8	-1.9	-7.8	-10.1	25.7	-10.1
CCOC(=S)SCc1cn2ccc(C)cc2n1	-0.7	2.3	-5.0	-1.4	-11.0	-6.9	-2.9	-10.6	0.0	-7.6	1.1
CCCNC(=O)c1cc2c(C(F)(F)F)nn(C)c2s1	1.6	0.2	0.0	-0.1	0.9	859.1*	-3.3	13.8	0.6	3.6	-4.4
CCOC(=O)C1C(c2ccc(C(=O)O)cc2)NC(=O)NC1(O)C(F)(F)F (stereo not drawn)	1.6	-0.6	-2.3	1.2	7.4	1.2	-1.4	-1.9	4.0	-11.8	3.4
CCOC(=O)N1CCC(Nc2c(N3CCN(c4cc(Cl)ccc4C)CC3)c(=O)c2=O)CC1	-3.6	1.3	-2.0	-0.5	2.9	-4.8	2.7	4.7	-2.9	8.6	2.5
O=C(NC1CCCC1)C(c1ccccc1)N(Cc1ccccc1)C(=O)c1csnn1 (stereo not drawn)	-0.7	0.3	-2.1	-1.8	-2.3	14.3	-0.4	1.0	2.5	-20.3	-2.2
CCN(CC)S(=O)(=O)c1cccc(C(=O)Oc2cccnc2)c1	4.8	3.2	2.3	-0.5	-0.8	-7.2	-2.0	-5.9	1.1	-3.0	0.7
CC(C)CC(=O)NC(=S)Nc1ccc(N2CCOCC2)c(Cl)c1	-1.0	4.7	1.0	1.0	1.8	-5.8	-4.9	-12.4	-2.3	6.2	9.7
CCOCCCNC(=O)C(NC(=O)Cc1cccs1)c1ccc(Cl)cc1 (stereo not drawn)	1.8	1.8	-3.3	-0.2	-0.5	2.3	-0.2	7.5	-3.5	8.6	-7.3
CCc1cccc(NC2c3ccccc3C(=O)N2c2cccnc2)c1 (stereo not drawn)	-2.1	3.0	0.3	1.0	-4.1	-1.5	0.3	-1.0	-3.3	7.3	5.2
